High-throughput results (PubChem)
KCNQ2 block = KCNQ2 potassium channel inhibitors, primary screen, cell-based, CHO-K1, FluxOR thallium flux, B-score (AID 2156); 20 min; stronger effect = lower value; B-score at 10 µM; actives 1.1% (n = 310,000);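 active means fluorescence ratio B-score at most minus 3 library SDs, with starting brightness B-score within 2 library SDs, cut at about -5.5 in these data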
Target sequence (O88943 whole entry, looked up): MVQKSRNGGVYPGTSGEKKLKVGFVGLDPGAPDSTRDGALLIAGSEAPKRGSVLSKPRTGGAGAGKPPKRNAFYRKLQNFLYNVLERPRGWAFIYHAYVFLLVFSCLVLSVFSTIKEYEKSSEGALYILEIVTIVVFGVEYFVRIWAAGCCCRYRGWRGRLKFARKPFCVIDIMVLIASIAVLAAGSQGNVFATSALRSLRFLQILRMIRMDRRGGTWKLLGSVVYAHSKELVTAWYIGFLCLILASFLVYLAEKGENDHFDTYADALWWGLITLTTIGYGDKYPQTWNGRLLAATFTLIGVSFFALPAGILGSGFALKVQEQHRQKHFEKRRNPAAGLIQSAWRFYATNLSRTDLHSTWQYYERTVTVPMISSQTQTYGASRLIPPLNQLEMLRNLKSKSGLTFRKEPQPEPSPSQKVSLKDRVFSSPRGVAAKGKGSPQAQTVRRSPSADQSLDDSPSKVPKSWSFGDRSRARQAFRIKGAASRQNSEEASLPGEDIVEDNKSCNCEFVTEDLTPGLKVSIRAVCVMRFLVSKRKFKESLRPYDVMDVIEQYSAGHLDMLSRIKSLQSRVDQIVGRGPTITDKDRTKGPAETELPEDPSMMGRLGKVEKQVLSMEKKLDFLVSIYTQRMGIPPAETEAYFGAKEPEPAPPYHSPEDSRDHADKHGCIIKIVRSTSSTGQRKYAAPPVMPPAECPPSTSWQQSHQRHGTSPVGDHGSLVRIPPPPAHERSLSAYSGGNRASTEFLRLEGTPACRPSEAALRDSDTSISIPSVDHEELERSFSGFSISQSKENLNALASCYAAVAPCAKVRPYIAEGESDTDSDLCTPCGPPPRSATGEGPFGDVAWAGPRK
CHT block = human CHT choline transport inhibition; Q9GZV3; CHT-expressing cells, membrane potential dye, choline response; stronger effect = lower value; B-score at 10 µM; actives 0.86% (n = 310,000);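 active means B-score over 3 SD under the library average, and starting fluorescence ratio not unusually high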;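 further: choline stimulus applied at its EC90 after an EC20 pre-addition; B-score computed on integrated fluorescence ratio after choline addition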
An asterisk follows results filed as active; i = inactive; x = not tested or not shown.

KCNQ2 block,CHT block,Compound
i,i,Cc1cccc(NS(=O)(=O)c2cc([N+](=O)[O-])ccc2C)n1
i,i,Cc1ccc(SC[C@H](Cc2ccccc2)N2CC[C@@H](C)CCC2=O)cc1
i,i,CC1(C)CN(c2ccccc2)N(C(=O)c2ccc(C#N)cc2)C1=O
i,i,CC(O)CN(Cc1ccc(Cl)cc1)CC(C)O (stereo unspecified)
i,i,COc1ccc(CCNC(=O)/C(=C/c2cccnc2)NC(=O)c2ccccc2)cc1
i,i,CCOc1ccc(S(=O)(=O)Nc2ccc(C(=O)NCCCN3CCCC3=O)cc2)cc1
i,i,CCOc1ccc(-n2c(=O)c3sccc3n(CC(=O)NCCc3ccc(OC)c(OC)c3)c2=O)cc1
i,i,O=c1c2cc(Cl)ccc2[nH]c(=S)n1Cc1ccco1
i,i,O=C(O)c1nn2c(c1Br)NC(c1ccccc1)CC2C(F)(F)F (stereo unspecified)
i,i,COc1ccc(-c2nnc3ccc(SCC(=O)NCC4CCCO4)nn23)cc1 (stereo unspecified)
i,i,COc1ccc(NC(=O)C2CC(=O)N(CCc3ccc(F)cc3)C2)c(OC)c1 (stereo unspecified)
i,i,O=C(NCc1ccc(N2CCCC2=O)cc1)c1cn(CCc2ccccc2)nn1
i,i,CCOc1ccc(CNC(=O)c2ccco2)cc1
i,i,Cc1ccc(S(=O)(=O)NCCC(=O)NCc2cccnc2)cc1
i,i,O=C(Oc1ccc2ccc(=O)oc2c1)c1ccc([N+](=O)[O-])cc1
i,i,O=C(NCCCCc1ccccc1)c1ccccc1Cl
i,i,Cc1[nH]nc2c1C(C(C)C)C(C#N)=C(N)O2 (stereo unspecified)
i,i,COc1ccc(NC(=O)c2nc3nccc(C)n3n2)cn1
i,i,Cc1cc(C)nc(NS(=O)(=O)c2ccc(NC(=O)c3snnc3C)cc2)n1
i,i,COc1ccccc1-c1cc(C(=O)N2CCc3ccccc3C2)c2ccccc2n1
i,i,Cc1cc(C)cc(NC(=O)[C@@H](NC(=O)c2ccco2)C(C)C)c1
i,i,O=S(=O)(c1ccccc1Oc1ccc(Cl)cc1Cl)N1CCCCC1
i,i,O=C(COC(=O)c1ccc(S(=O)(=O)N2CCc3ccccc3C2)cc1)NC1CCS(=O)(=O)C1 (stereo unspecified)
i,i,Cc1ccccc1NC(=S)NCCc1c[nH]c2ccccc12
i,i,O=C(CN1C(=O)C2C3C=CC(C3)C2C1=O)N1CC=C(c2ccccc2)CC1 (stereo unspecified)
i,i,Cc1ccc(Nc2nc(N3CCOCC3)c3ccccc3n2)cc1
i,i,COc1cc(C)ccc1OCCOCCOc1ccccc1Br
i,i,O=C(Cc1ccc([N+](=O)[O-])cc1)N1N=C(c2ccncc2)CC1(O)C(F)(F)F (stereo unspecified)
i,i,O=C(NC(=S)NC1CCCCC1)c1ccc(Cl)cc1
i,i,O=C(c1ccc(S(=O)(=O)N2CCOCC2)cc1)N1CCOCC1

Three entries from above, set out differently:
compound	KCNQ2 block	CHT block
CCOc1ccc(CNC(=O)c2ccco2)cc1	i	i
Cc1ccc(S(=O)(=O)NCCC(=O)NCc2cccnc2)cc1	i	i
O=C(Oc1ccc2ccc(=O)oc2c1)c1ccc([N+](=O)[O-])cc1	i	i

(listing goes on)
KCNQ2 block,CHT block,Compound
i,i,CN(C)S(=O)(=O)c1ccc(C(=O)Nc2cc3c(cc2C(=O)O)OCCCO3)cc1
i,i,O=C(c1cccs1)N1CCC(c2ccccc2)C1 (stereo unspecified)
i,i,O=c1c(S(=O)(=O)c2ccc(Cl)cc2)cn(Cc2ccccc2)c2ccc(F)cc12
i,i,CN(CCCNC(=O)CN1C(=O)CC(C)(C)S(=O)(=O)c2ccccc21)C1CCCCC1
i,i,COc1ccc(S(=O)(=O)N2CC(=O)Nc3ccccc32)cc1C
i,i,O=C(Nc1cccc(-c2csc(Nc3ccc(Cl)cc3)n2)c1)c1cccc(C(F)(F)F)c1
i,i,O=C(NCCOc1cccnc1)c1ccc(OC2CCN(Cc3ccccn3)CC2)cc1
i,i,Cc1ccc(/C=C\c2nccc3c2[nH]c2ccccc23)cc1
i,i,Cn1c2ccccc2c2nnc(SCC(=O)Nc3ccccc3F)nc21
i,i,Cc1ccc(C)c(S(=O)(=O)N/N=C/c2ccc(C(=O)O)cc2)c1
i,i,Cc1cccc(C)c1NC(=S)N(Cc1ccccc1)Cc1cccs1
i,i,O=C(CNS(=O)(=O)/C=C/c1ccccc1)OC1CCOC1=O (stereo unspecified)
i,i,CCCS(=O)(=O)N1CCC(Cc2ccc(OC)cc2)(C(=O)OCC)CC1
i,i,COc1ccc(NS(=O)(=O)c2ccc(O)c(C(=O)OCC(=O)Nc3ccc4c(c3)OCCO4)c2)cc1
i,i,O=C(C[n+]1cccc(/C=N/O)c1)N1CCCc2ccccc21
i,i,O=C(CC(C(=O)O)c1ccc(Cl)cc1)c1ccc(Br)cc1 (stereo unspecified)
i,i,Cc1cccc(NC(=O)CSc2nc(C3CC3)nc3ccccc23)c1
i,i,CCCCOc1ccc(/C=N/Nc2cc(N3CCOCC3)nc(C)n2)cc1
i,i,CC(OC(=O)C1=COCCO1)C(=O)Nc1ccccc1C#N (stereo unspecified)
i,i,CCN1C(=O)[C@@H]2[C@@H](c3ccc(-c4ccc(OC)cc4)cc3)N3CCC[C@@]3(C(=O)OC)[C@@H]2C1=O
i,i,Cn1cnnc1-c1cccc(NC(=O)c2cc(F)c(F)cc2Cl)c1
i,i,CCOC(=O)Cc1csc(NC(=O)CSc2nnc(C(C)C)n2CC)n1
i,i,Cc1nn(CCC(=O)NCc2ccc(OC(C)C)cc2)c(=O)c2nn(-c3ccccc3)c(C)c12
x,i,Cc1nc2ccc(NC(=O)Cc3ccsc3)cc2s1
i,i,CCO/N=C(\C)c1c(O)c(CC)c(-c2ccccc2)n(-c2ccccc2)c1=O
i,x,COC(=O)Cn1c(=O)c2c(nc3n2CC(C)CN3CCc2ccccc2)n(C)c1=O (stereo unspecified)
i,i,CCCCNC(=O)c1ccccc1SCc1c(C)noc1C
i,i,COc1cccc(CNc2ncc(Br)cc2Br)c1O
i,i,COc1ccc(CNC(=O)c2ccc(N3CCOCC3)c([N+](=O)[O-])c2)cc1
i,i,CN(C)C(=O)COc1ncnc2sc(-c3ccccc3)cc12
i,i,CCc1ccc(-c2nnn(Cc3nc4ccccc4s3)n2)cc1
i,i,Cc1[nH]n(-c2ccc([N+](=O)[O-])cc2)c(=O)c1C=NCCc1ccc(S(N)(=O)=O)cc1
i,i,CCOC(=O)c1c(S(=O)(=O)NCC(=O)Nc2ccccc2F)c(C)n(C)c1C
i,i,COc1cccc(NC(=O)c2nn(C)cc2Br)c1
i,i,COc1cccc(NC(=O)C(OC(=O)c2ccc([N+](=O)[O-])o2)c2ccccc2)c1 (stereo unspecified)
i,i,O=C(Nc1ccccc1N1CCN(C(=O)c2ccccc2)CC1)c1ccc(Cl)cc1
i,i,COc1cccc(N2CCN(C(=O)c3cc4c(=O)n(Cc5ccccc5)ccc4nc3C)CC2)c1
i,i,COc1ccc2c(c1)c(=O)oc1cc3occ(C(C)(C)C)c3cc12
i,i,CC1=CC(C)(C)n2c(O)c(N=N)c3c(C)ccc1c32
i,i,Cc1oc2cc(OC(C)C(=O)O)ccc2c(=O)c1Oc1ccccc1 (stereo unspecified)
i,i,O=C(COC(=O)C1CCCC1)Nc1ncc(Cl)cc1Cl
i,i,COc1ccc(C2CC(=O)Oc3c(C(CCN4CCCC(C)C4)c4ccc(N(C)C)cc4)c(OC)cc(OC)c32)cc1 (stereo unspecified)
i,i,COc1cccc(-n2c(COc3ccc(C)cc3)nnc2SCC(N)=O)c1
i,i,Cc1ccc(NC(=O)c2cc(S(=O)(=O)N3CCOCC3)cs2)cc1
i,i,Cc1ccc(Cc2nc(-c3cccnc3)no2)cc1
i,i,CCN1CCc2nc(NC(=O)CC(c3ccccc3)c3ccccc3)sc2C1
-6.4*,i,O=C(COC(=O)c1oc2ccccc2c1CSc1ccc(Cl)cc1)NC1CCCC1
i,i,O=C(CCCCCCN1C(=O)c2ccccc2C1=O)NC1CCCCC1
i,i,COc1cc(OC)c(NC(=O)c2ccc(Br)o2)cc1Cl
i,i,O=S(=O)(Nc1ccc(S(=O)(=O)Nc2ncccn2)cc1)c1ccc(Cl)cc1
i,i,O=C(CCN1CCN(S(=O)(=O)c2ccc(Br)cc2)CC1)Nc1ccccc1F
i,i,Cc1ccc(CC(=O)Nc2nc3c(s2)CCCC3)cc1
i,i,CCC(C)(C)NC(=O)C(c1cccn1C)N(C(=O)Cn1nnc2ccccc21)c1ccccc1OC (stereo unspecified)
i,i,O=C(c1cccn2c(=O)c3ccccc3nc12)N1CCN(Cc2ccc3c(c2)OCO3)CC1
i,i,CCCCNC(=O)COC(=O)CCC(=O)c1ccc(Cl)cc1
i,i,c1cnc(N2CCN(Cc3ccc4c(c3)OCO4)CC2)cn1
i,i,COc1ccc(OCc2cccc(C(=O)NN)c2)cc1
i,i,O=C(Nc1ncc2c(n1)-c1ccccc1OC2)c1ccc(Cl)cc1Cl
i,i,Cc1cc(N2CCOCC2)nc2ccc(NC(=S)NC(C)C)cc12
i,-6.9*,CCCc1cc(NCC2CCCO2)n2c(nc3ccccc32)c1C#N (stereo unspecified)

With a hit mark in CHT block (from the list above):
KCNQ2 block,CHT block,Compound
i,-6.9*,CCCc1cc(NCC2CCCO2)n2c(nc3ccccc32)c1C#N (stereo unspecified)

Next results
KCNQ2 block,CHT block,Compound
i,i,Cc1cccc(COCC(CC(C)C)N2CCN(C(=O)c3ccc(C(F)(F)F)cc3)CCC2=O)c1 (stereo unspecified)
i,i,Cn1c(/N=C/c2cccs2)nc2ccccc21
i,i,O=C(CNC(=O)c1ccc(Br)cc1)NCC(=O)OCC(=O)c1ccc(F)cc1
i,i,COc1ccccc1NC(=O)CN(C)S(=O)(=O)c1ccc(F)cc1
i,i,Cc1cc(-n2c(SCCC#N)nnc2-c2cccnc2)ccc1Cl
x,i,COc1ccc(-c2cn(CCC(=O)O)c(-c3ccc(Cl)nc3)n2)cc1
i,i,COC(=O)CN(C)C(=O)c1ccc(OC)c(OC2CCN(C(C)C)CC2)c1
i,-5.1*,COc1ccc(OC(C)C(=O)NCCC2=CCCCC2)cc1 (stereo unspecified)
i,i,COc1ccc(CCNC(=O)c2ccc3c(c2)N(Cc2ccc(F)cc2)CCS3)cc1OC
i,i,O=C(NCCNS(=O)(=O)c1cccc(C(F)(F)F)c1)c1cc(OCC(F)(F)F)ccc1OCC(F)(F)F
i,i,Cc1c(C)n(-c2ccc(Cl)cc2)c2ncnc(N)c12
i,i,O=C(NC1CCCCCCC1)c1cc(-c2ccccn2)nc2ccccc12
i,i,COc1cccc(/C=N/NC(=O)c2nnn(-c3nonc3N)c2C(C)C)c1OCc1ccc(F)cc1
i,i,OCCNCCCOc1ccc(Cl)cc1Br
i,i,S=C1NC2=C(C(c3ccc(Br)cc3)N1)N1CCC2CC1 (stereo unspecified)
i,i,O=C(/C(C=Nc1ccc(Br)cc1)=C(/O)c1ccco1)C(F)(F)F
i,i,Cc1ccc(NS(=O)(=O)c2ccc(-c3ccc(=O)[nH]n3)o2)c(C)c1
i,i,S=C1NCN(CCc2ccccc2)CN1Cc1ccccc1
i,i,Cc1ccccc1CS(=O)(=O)Cc1ccc(C(=O)NC2CCCCC2)o1
i,i,CCCNC(=O)CCn1c(=S)oc2ccccc21
i,i,CCOC(=O)Cn1c(-c2cccnc2Cl)nc2cc(C)c(C)cc21
i,i,O=C(NCc1ccccc1Cl)c1cc2ccccc2oc1=O
i,i,COc1cccc(C(=O)Nc2cc(NC(=O)c3cccs3)ccc2C)c1
i,i,CCOC(=O)c1sc(NC(=O)c2cc(-c3ccc(C)cc3)nc3ccccc23)c(C#N)c1C
i,i,O=C(COC(=O)C1=COCCO1)Nc1ncc(Cl)cc1Cl
i,i,Cc1ccc(NNC(=O)c2ccno2)c(C)c1
i,i,O=C(CN1CCOCC1)NNC(=S)Nc1ccccc1
i,i,COc1ccc(C(=O)N(C)C2CCCN(Cc3ccccc3F)C2)cc1C (stereo unspecified)
i,i,COC(=O)CCC(=O)OC1(C)C(=O)C2=CN(Cc3ccccc3)C(c3ccc(OC)cc3)=CC2=C(Br)C1=O (stereo unspecified)
i,i,CSc1cccc(NC(=O)CN(C)S(=O)(=O)c2ccc(C)cc2)c1

Given as comma-separated lines: entries from further up
mol,KCNQ2 block,CHT block
CCOC(=O)c1sc(NC(=O)c2cc(-c3ccc(C)cc3)nc3ccccc23)c(C#N)c1C,i,i
COc1cccc(C(=O)Nc2cc(NC(=O)c3cccs3)ccc2C)c1,i,i
O=C(NCc1ccccc1Cl)c1cc2ccccc2oc1=O,i,i
S=C1NC2=C(C(c3ccc(Br)cc3)N1)N1CCC2CC1 (stereo unspecified),i,i
O=C(NC1CCCCCCC1)c1cc(-c2ccccn2)nc2ccccc12,i,i
Cc1ccc(NNC(=O)c2ccno2)c(C)c1,i,i

The listing continues:
KCNQ2 block,CHT block,Compound
i,i,CC(C)NC(=O)N1CCC(c2nc3ccccc3s2)CC1
i,i,CCOC(=O)CNC(=O)c1sc(NC(=O)c2ccccc2)nc1C
i,i,C/C(CC(=O)Nc1ccc(N(C)C)cc1)=N\NC(=O)c1ccc(F)cc1
i,i,CCCC(=O)OCCNc1cc(SCc2ccco2)c2nonc2c1[N+](=O)[O-]
i,i,CC12CC3CC(C)(C1)CC(C(=O)N1CCN(C(=O)c4ccco4)CC1)(C3)C2
